Assay outcomes from PubChem BioAssay.
Cdc25B block: human M-phase inducer phosphatase 2 inhibition; P30305; recombinant Cdc25B, OMFP fluorescence Ex485/Em525; inhibition, %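 (compounds tested at 10 µM final in the well)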; 65,000 tested, 0.1% active; in the data active = inhibition above about 50%
Target sequence (P30305 whole entry, looked up): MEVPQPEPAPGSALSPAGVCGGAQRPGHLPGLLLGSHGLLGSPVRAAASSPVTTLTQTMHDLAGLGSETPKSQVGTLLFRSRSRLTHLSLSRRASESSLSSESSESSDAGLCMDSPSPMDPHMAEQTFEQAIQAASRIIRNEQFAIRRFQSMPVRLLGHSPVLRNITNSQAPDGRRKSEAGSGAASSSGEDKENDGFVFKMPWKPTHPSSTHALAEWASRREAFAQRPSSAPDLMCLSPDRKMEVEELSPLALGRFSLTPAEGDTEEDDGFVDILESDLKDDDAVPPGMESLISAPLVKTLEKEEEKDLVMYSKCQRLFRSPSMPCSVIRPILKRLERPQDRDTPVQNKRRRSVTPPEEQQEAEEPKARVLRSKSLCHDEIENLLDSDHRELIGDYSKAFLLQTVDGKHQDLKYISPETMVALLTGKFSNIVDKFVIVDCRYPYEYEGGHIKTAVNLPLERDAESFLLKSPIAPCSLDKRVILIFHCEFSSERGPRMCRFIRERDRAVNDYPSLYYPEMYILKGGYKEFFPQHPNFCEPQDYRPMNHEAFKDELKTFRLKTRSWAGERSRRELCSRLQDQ
A340 absorber: compounds absorbing at 340 nm; compound absorbance at 340 nm, fold over control; fold change at 10 µM; 65,000 tested, under 10 active;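 active = at 10 µM dose, initial 340 nm absorbance at least 2 fold that of control wells; inactive = change under 2 fold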;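 also: initial absorbance extrapolated from kinetic A340 decline of NADH oxidation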
FXIIa mix inh: inhibitors of human coagulation factor XIIa, pooled mixtures | purified FXIIa, fluorogenic substrate | inhibition, % at 5 µM | 62,000 tested, 0.2% active | AID 684;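 also: 0% = enzyme without compound and 100% = no enzyme blank; some results filed as inactive read as strong as hits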
AP complement: orthogonal test for alternative complement pathway inhibitors. Human serum alternative complement pathway, LPS-coated ELISA, C3 deposition; tested in compound mixtures. inhibition, % at 5 µM. 62,000 tested, 0.08% active;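 active = inhibition above 30% in each of the two pooled mixtures holding the compound, so the lower value exceeds 30%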;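 also: 0% = serum in Mg-EGTA without compound and 100% = EDTA serum blank; some compounds past the cut are filed as inactive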
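Test system: human serum complement alternative pathway, C3 deposition onto LPS / Medium: Mg2+-EGTA GVB++ buffer containing human serum at 1:15 dilution / Probe or stimulus: Plate-bound LPS / Times: 1 h at 37 °C / Signal: ELISA with HRP anti-human C3 antibody, TMB substrate, absorbance 450 nm / Measure: percent inhibition / Repeats: two pool placements per compound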
Hsp90 inh: displaces geldanamycin probe from tumor Hsp90; inhibition, % at 30 µM; AID 429; 64,000 tested, 0.35% active; P07900; NCI-N417 lysate Hsp90, Cy3B-geldanamycin FP displacement;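 active = inhibition above 50%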;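 also: 0% = tracer plus lysate wells and 100% = tracer alone without lysate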
JNK3 inh: blocks human JNK3 kinase activity; purified JNK3 kinase activity, HTS; inhibition, % at 8 µM; 60,000 tested, 0.61% active; in the data active = inhibition above about 17%;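 also: 0% = DMSO and 100% = reference inhibitor; many of its hits are not listed in these tables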
Target sequence (P53779 whole entry, looked up): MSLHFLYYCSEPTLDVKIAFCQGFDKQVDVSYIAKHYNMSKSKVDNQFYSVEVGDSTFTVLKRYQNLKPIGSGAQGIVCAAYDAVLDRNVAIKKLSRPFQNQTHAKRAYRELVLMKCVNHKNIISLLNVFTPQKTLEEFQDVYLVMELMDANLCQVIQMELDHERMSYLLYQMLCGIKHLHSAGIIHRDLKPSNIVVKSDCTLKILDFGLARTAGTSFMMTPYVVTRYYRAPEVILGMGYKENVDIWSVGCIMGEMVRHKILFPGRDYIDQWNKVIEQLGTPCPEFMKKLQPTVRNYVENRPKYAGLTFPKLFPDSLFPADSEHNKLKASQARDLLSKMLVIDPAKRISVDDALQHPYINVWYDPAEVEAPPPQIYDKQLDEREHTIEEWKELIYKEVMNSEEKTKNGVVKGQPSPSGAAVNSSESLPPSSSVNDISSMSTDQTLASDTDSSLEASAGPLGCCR
FXIa inh mix: factor XIa (human) inhibition, mixture screen. P03951. purified FXIa, fluorogenic substrate, pooled mixtures. inhibition, % at 5 µM. 62,000 tested, 0.19% active. AID 680;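 also: each value is inhibition by a whole ten-compound pool holding the compound; 0% = enzyme with no mixture and 100% = wells lacking enzyme; strong numbers were not always called active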
MMP-13 inhibitor: blocks human MMP13 activity; 65,000 tested, 0.07% active; P45452; inhibition, % at 4 µM; MMP-13 fTHP FRET cleavage, Mca fluorescence;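 active = inhibition above the mean of compound-free control plate wells plus 3 SD, cut at about 14% in these data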;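 also: 0% = DMSO wells and 100% = wells with reference MMP-13 inhibitor after basal subtraction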
MKP-1 inh: blocks human MKP-1 phosphatase activity. P28562. recombinant MKP-1, OMFP hydrolysis fluorescence. inhibition, %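 (compounds tested at a single concentration somewhere between 10 and 100 µM)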. 65,000 tested, 0.15% active;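 active = inhibition above about 50%, limit read from the data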;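 also: 0% = DMSO max control wells and 100% = wells with enzyme stopped by NaOH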
* = called active by the depositor; . = not tested or not shown; [ ] = remark or other dose. Rule as the data show it, unless noted: active = inhibition above about 20% (passing the limit was not always enough); inactive = the rest.

Structure | Cdc25B block | A340 absorber | FXIIa mix inh | AP complement | Hsp90 inh | JNK3 inh | FXIa inh mix | MMP-13 inhibitor | MKP-1 inh
c1ccc(-c2nnc3n2NC(c2ccc4c(c2)OCO4)S3)cc1 (stereo not given) | 7 | 1.1 | . | . | -6 | -4 | . | 2 | 8
CCC(C)(C)n1nnnc1CN(Cc1ccc(Cl)cc1)Cc1ccco1 | -13 | 1 | -10 | 1 | -4 | 3 | 4 | -22 | 7
COc1cc(OC)cc(C(=O)Nc2ccccc2N2CCOCC2)c1 | -6 | 0.98 | 2 | 7 | 0 | 1 | 7 | 6 | -1
CCCCC(CC)C(=O)NCCCN1CCN(CCCNC(=O)C(CC)CCCC)CC1 (stereo not given) | -14 | 1 | 5 | 4 | -6 | 3 | -1 | 6 | -5
CC1(C)C2CCC1(C)C(OC(=O)CSc1nc(N)cc(=O)[nH]1)C2 (stereo not given) | -1 | 1 | 8 | 5 | -5 | -4 | 2 | -1 | 3
CCC(C)NC(=O)c1cc(-c2ccccc2O)on1 (stereo not given) | -1 | 1.1 | 13 | 1 | -1 | 6 | -5 | -1 | 1
Cc1nc(Cl)sc1C(=O)O | -2 | 1.1 | 10 | 13 | 0 | 5 | 4 | 0 | -23
CCn1c(SCc2cccc(C(F)(F)F)c2)nnc1-c1ccco1 | -6 | 0.98 | 6 | -1 | -4 | -1 | -4 | 1 | -7
O=C(Nc1nccs1)c1cc(S(=O)(=O)N2CCCCC2)ccc1Cl | -5 | 1 | -15 | 14 | -5 | 1 | 10 | 4 | 6
CC(=O)c1cccc(S(=O)(=O)N(Cc2cc3cc4c(cc3[nH]c2=O)OCCO4)CC2CCCO2)c1 (stereo not given) | 3 | 1.1 | -2 | 12 | -10 | -1 | 1 | -1 | 8
Cc1cc(Oc2ccccc2)nc(SCC(N)=O)n1 | 11 | 1.1 | -8 | 25 | -4 | -4 | 7 | -8 | 3
CCOC(=O)N1CC=C2C(C#N)=C(N)C(C#N)(C#N)[C@H](c3ccc(OCC)c(OCC)c3)[C@H]2C1 | 5 | 1 | 6 | 12 | -8 | -7 | 7 | -7 | 15
CCS(=O)(=O)N1CCC(C(=O)NCc2cccnc2)CC1 | -12 | 0.97 | 9 | 26 | -1 | 1 | 3 | 6 | 10
N#CCCCN1C(=O)C(O)(CC(=O)c2ccc3c(c2)OCCO3)c2ccccc21 (stereo not given) | -3 | 0.98 | 5 | -3 | -9 | 2 | -5 | -1 | -2
COC(=O)C1=CN(C(C)C)C=C(C(=O)OC)C1c1cccc(OC)c1 | -12 | 1.1 | 3 | 14 | 1 | 0 | -3 | -276[fluorescence artefact?] | 13
CC(C)CCN1CC(C(=O)NC(C)C)CC1=O (stereo not given) | 2 | 0.98 | 11 | 10 | 1 | -3 | 4 | -1 | 25
CCOC(=O)CSc1nnc(CSc2nc3sc4c(c3c(=O)[nH]2)CCC4)n1C | -4 | 1 | -1 | 18 | -2 | -7 | 5 | 4 | 2
CCCS(=O)(=O)N1CCCC(C(=O)NCc2ccco2)C1 (stereo not given) | 13 | 0.99 | 28 | 6 | -7 | 0 | 10 | 1 | -1
Cc1nn2c(-c3ccccc3)nnc2c2ccccc12 | -2 | 1.1 | -1 | 4 | -4 | 3 | 5 | -4 | 6
O=C1CC(N2CCN(C3CC(=O)N(CCc4ccccc4)C3=O)CC2)C(=O)N1CCc1ccccc1 (stereo not given) | -4 | 1.1 | . | . | -1 | -2 | . | 3 | 21

Structure | Cdc25B block | A340 absorber | FXIIa mix inh | AP complement | Hsp90 inh | JNK3 inh | FXIa inh mix | MMP-13 inhibitor | MKP-1 inh
CCCS(=O)(=O)N1CCCC(C(=O)N2CCOCC2)C1 (stereo not given) | 10 | 0.95 | 15 | 1 | -1 | 1 | 13 | 1 | -6
CCOc1ccc2[nH]c(S(=O)(=O)CC)nc2c1Cl | -8 | 1 | 8 | 0 | -2 | 5 | 4 | -13 | -6
CC(=O)c1c(N)[nH]c(-c2ccccc2)nc1=S | -7 | 1.1 | 3 | 7 | 0 | 2 | -8 | -2 | 0
CCOC(=O)Nc1ccc2c(CN3CCN(S(=O)(=O)c4ccccc4)CC3)cc(=O)oc2c1 | -9 | 1.1 | 13 | 10 | -2 | -5 | 3 | -5 | 38
Cn1c(SCC(=O)c2ccc(F)cc2)nnc1-c1ccccc1N | -2 | 1 | 5 | 5 | 0 | 3 | 16 | 1 | 7
CCCNC(=O)CSc1nnc(-c2ccco2)n1C | 9 | 1 | -18 | 1 | 3 | 3 | -1 | 1 | 0
CCOCCCNC(=O)C1CCN(c2cc(C)nc3c(-c4ccc(OC)c(OC)c4)c(C)nn23)CC1 | -29 | 1.1 | 2 | 18 | -3 | 0 | 1 | 0 | 26
CCc1ccc(N2CC(C(=O)NC3=NCCS3)CC2=O)cc1 (stereo not given) | 7 | 0.99 | 5 | 16 | -3 | -2 | 1 | 0 | 4
COC(=O)c1ccc2c(c1)N(Cc1ccccc1F)C(=O)c1ccccc1S2=O (stereo not given) | -13 | 1 | 1 | 8 | -1 | 5 | 3 | 2 | -5
O=C(O)c1cc(-c2cccnc2)nn1-c1ccccn1 | -10 | 1 | 2 | 19 | . | . | 5 | 1 | 14
CCOC(=O)c1sc(NC(=O)CSc2nnnn2-c2ccc(C)c(C)c2)nc1C | -8 | 1 | 9 | -3 | -3 | -3 | 2 | 4 | -13
CCc1nnc2n1N=C(c1ccc(-c3ccc(Cl)cc3Cl)o1)CS2 | 10 | 1 | -17 | 10 | -3 | 2 | 3 | 0 | 10
Cc1cccc(OCc2nnc(SCC(=O)N(C(C)C)C(C)C)n2Cc2ccco2)c1C | 6 | 1 | 1 | -1 | -3 | -3 | 8 | -2 | 32
Cn1c(=O)[nH]c(=O)c2c1nc(N1CCCC1)n2CC(O)COc1ccccc1 (stereo not given) | -5 | 1 | -18 | 17 | -3 | 2 | 4 | 2 | 3
COC(=O)c1ccc(NC(=O)CN(c2ccc(C)cc2)S(=O)(=O)c2c(C)n[nH]c2C)cc1 | 6 | 0.99 | -2 | 18 | 0 | 7 | 3 | 2 | 29
COc1ccc(NC(=O)N2CCn3c2nc2ccccc23)cc1 | -4 | 1.1 | -1 | -3 | -2 | -3 | 28 | 2 | 4
C=CCOC(=O)C(C#N)c1nc2ccccc2nc1N1CCC(C(=O)OCC)CC1 (stereo not given) | 26 | 1 | . | . | -6 | -3 | . | 11 | -21
COc1ccccc1C(=O)Nc1nnc(-c2ccc(Cl)cc2)o1 | 1 | 1 | 9 | 16 | -3 | -2 | 7 | 6 | 10
CCN1C(=O)CC(N2CCC(Nc3ccc(OC)cc3)CC2)C1=O (stereo not given) | 5 | 1.1 | 2 | 2 | 2 | -4 | 21* | -8 | 10
O=c1[nH][nH]c(=O)c2cc(N3CCCC3)ccc12 | -7 | 1.1 | 10 | 3 | -2 | -1 | 4 | -11 | 4

Molecules listed so far that have a furan ring, fused or not:
Structure | Cdc25B block | A340 absorber | FXIIa mix inh | AP complement | Hsp90 inh | JNK3 inh | FXIa inh mix | MMP-13 inhibitor | MKP-1 inh
CCC(C)(C)n1nnnc1CN(Cc1ccc(Cl)cc1)Cc1ccco1 | -13 | 1 | -10 | 1 | -4 | 3 | 4 | -22 | 7
CCn1c(SCc2cccc(C(F)(F)F)c2)nnc1-c1ccco1 | -6 | 0.98 | 6 | -1 | -4 | -1 | -4 | 1 | -7
CCCS(=O)(=O)N1CCCC(C(=O)NCc2ccco2)C1 (stereo not given) | 13 | 0.99 | 28 | 6 | -7 | 0 | 10 | 1 | -1
CCCNC(=O)CSc1nnc(-c2ccco2)n1C | 9 | 1 | -18 | 1 | 3 | 3 | -1 | 1 | 0
CCc1nnc2n1N=C(c1ccc(-c3ccc(Cl)cc3Cl)o1)CS2 | 10 | 1 | -17 | 10 | -3 | 2 | 3 | 0 | 10
Cc1cccc(OCc2nnc(SCC(=O)N(C(C)C)C(C)C)n2Cc2ccco2)c1C | 6 | 1 | 1 | -1 | -3 | -3 | 8 | -2 | 32

Next part.
SMILES	Cdc25B block	A340 absorber	FXIIa mix inh	AP complement	Hsp90 inh	JNK3 inh	FXIa inh mix	MMP-13 inhibitor	MKP-1 inh
COCCNC(=O)CSc1nc2ccccc2c(=O)n1CC1CCCO1 (stereo not given)	-3	1.1	3	-7	-1	-6	-2	0	8
O=C(COC(=O)C1(c2ccc(F)cc2)CCCC1)N1CCN(C(=O)c2ccco2)CC1	-11	1	0	3	0	-1	-2	-18	0
O=C(NCc1ccco1)C(c1ccccc1F)N(Cc1cccnc1)C(=O)Cn1nnc2ccccc21 (stereo not given)	-3	1	3	-7	-6	-15	4	5	8
Cc1ccc(C2CC(=O)Nc3cc4c(cc32)OCCO4)s1 (stereo not given)	2	1	-20	13	-1	0	7	3	9
O=C(CSc1n[nH]c(-c2ccccc2O)n1)N1CCCc2ccccc21	-11	1	11	20	1	4	7	-4	3
Cc1ccc2c3c1C1(C(=O)N3C(C)(C)CC2C)C(C#N)=C(N)Oc2cc(O)ccc21 (stereo not given)	0	1	-1	14	-7	1	1	1	31
CCOC(=O)C(NCc1ccccn1)(NC(=O)c1cccnc1)C(F)(F)F (stereo not given)	-10	1	-11	18	-1	3	2	1	14
CC1(C)Cc2c(sc3nc4n(c(=N)c23)CCCCC4)CO1	-16	1	4	5	-5	-2	6	2	-4
COc1ccc2nc3oc(C(=O)N4CCN(c5ccccc5F)CC4)cc3cc2c1	-4	1	3	12	4	10	-1	-8	-5
CN=C(NC)SC1CC(=O)N(c2ccccc2)C1=O (stereo not given)	-13	1	4	12	-5	-1	4	2	5

Entries listed above that bear a hit mark in FXIa inh mix.
canonical_smiles,Cdc25B block,A340 absorber,FXIIa mix inh,AP complement,JNK3 inh,FXIa inh mix,MMP-13 inhibitor,MKP-1 inh
CCN1C(=O)CC(N2CCC(Nc3ccc(OC)cc3)CC2)C1=O (stereo not given),5,1.1,2,2,-4,21*,-8,10

Next structures.
SMILES	Cdc25B block	A340 absorber	FXIIa mix inh	AP complement	Hsp90 inh	JNK3 inh	FXIa inh mix	MMP-13 inhibitor	MKP-1 inh
CCOC(=O)c1ccc(NC(=O)Cn2cccc2)cc1	-16	0.97	3	9	-4	-5	0	1	1
Cc1c(C(=O)O)c(=S)sn1CCOc1ccccc1	-29	1.1	.	.	-8	-3	.	0	-12
O=C(CCSc1nccn1Cc1ccccc1)N1CCOCC1	-8	0.99	-4	5	-5	5	7	4	8
Cc1nc(C)c(C(=O)Nc2ccccc2)s1	-5	1	9	-7	-3	-5	-7	4	7
Cc1noc(C)c1S(=O)(=O)N(CC(=O)Nc1ccc2c(c1)OCCO2)c1ccc(C(C)C)cc1	-1	1	0	13	-2	1	-3	4	7
CC1CCc2c(sc3nc(SCc4nc(-c5ccccc5)no4)n(C)c(=O)c23)C1 (stereo not given)	-14	1	4	18	-3	-2	3	2	4
Cc1cc(C)n(C(=O)c2ccc(C)c(S(=O)(=O)N3CCOCC3)c2)n1	-11	1	6	-11	-1	2	-4	3	26
CN1C(=O)c2cccc(NCCCN3C(=O)c4ccccc4C3=O)c2C1=O	-11	0.99	-16	2	0	2	5	3	-21
COC(=O)c1ccc(-n2nnnc2SCc2ccccc2OC)cc1	-25	1	-2	13	3	0	7	3	0
Cc1ccc2cc3cc(C(=O)N4CCCCC4C)oc3nc2c1 (stereo not given)	1	1.1	4	17	-2	-1	-12	-6	29
Cc1ccc(CN2CC(C(=O)Nc3ccc4c(C)cc(=O)oc4c3)CC2=O)cc1 (stereo not given)	-13	1.1	2	19	-4	-6	0	-172[fluorescence artefact?]	13
COC(=O)c1cc2c(s1)CS(=O)C2 (stereo not given)	-3	1	8	9	-4	0	8	1	7
O=C(NCCC1=CCCCC1)C1CC(=O)N(C2CCCCC2)C1 (stereo not given)	-13	1	5	16	-2	5	-1	-5	21
